Assay outcomes deposited in PubChem by National Center for Advancing Translational Sciences (NCATS).
IL1B secr inh: qHTS for Inhibitors of Inflammasome Signaling: IL-1-beta AlphaLISA Primary Screen | THP-1 LPS/ATP IL-1B secretion, AlphaLISA, 16 h; hits give low values | activity change, % at 57.5 µM | 4.7% of 360,000 active; in the data active = activity change below about -50%; inconclusive = mostly about -30% to -49%; also: % is scaled to controls: 0 for no effect and ±100 for the full control effect
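Secreted IL-1B measured by AlphaLISA bead assay after 16 h compound exposure of THP-1 cells; compounds (final up to 57.5 uM) added 1 h before LPS (250 ng/mL) and ATP (1.25 mM) stimulation; lower signal means less secretion.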
HT1080 IDH1KD tx: qHTS for induction of synthetic lethality in tumor cells producing 2HG: qHTS for the HT-1080-IDH1KD cell line. HT-1080 IDH1 knockdown viability, ATP luminescence, 48 h. 2% of 360,000 active. AID 686971, 2013. Potency, µM (top dose mostly 46.1 µM), inactives show at the top dose activity, negative = toxicity, most hits filed as cytotoxic;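 also: potency is read from the fitted curve at half-maximal effect; 0% = DMSO wells and -100% = cell-free medium wells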
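HT-1080-IDH1KD cells (IDH1 knocked down), 750/well in RPMI with 5% FBS, treated with compound 48 h at 37 degrees C. Viability by CellTiter-Glo luminescence, normalised to DMSO and no-cell wells; concentration-response curves classed.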
ATXN2 expr inh: Primary qHTS for Inhibitors of ATXN expression; HEK-293 ATXN2-luciferase reporter, luminescence, 24 h; Potency, µM (highest dose often 57 µM), for the others: at the top dose activity change, negative = inhibition, hits mostly inhibitors; 0.72% of 360,000 active; also: potency is read from the fitted curve at half-maximal effect; % is scaled to controls: 0 for no effect and ±100 for the full control effect; nearly all actives have a fitted effect of over 55% in size
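qHTS (up to 57 uM final) was run with 24 h compound exposure of reporter cells at 37 °C. Each well was multiplexed: SteadyGlo luminescence measured ATXN2-luciferase expression after a fluorogenic Gly-Phe-AFC viability readout (25 uM final).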
ATXN viability: Viability Counterscreen for Primary qHTS for Inhibitors of ATXN expression; S2 cells (HEK-293 line with an ATXN2-luciferase reporter) viability, CellTiter-Fluor protease fluorescence, 24 h; Potency, µM (top dose mostly 56.7 µM), hits mostly cytotoxic; 0.49% of 400,000 active; also: potency is read from the fitted curve at half-maximal effect; nearly all actives have a fitted effect of over 40% in size
HepG2 viability: qHTS for Inhibitors of TGF-b: Cytotox Counterscreen. HepG2 CAGA-GFP viability, ATP luminescence, 18 h. Potency, µM (titrated, usually from 46.1 µM), for the others: at the highest dose activity change, negative = cytotoxicity, actives largely listed as cytotoxic. 0.76% of 410,000 active. AID 588856, 2011; also: potency is read from the fitted curve at half-maximal effect; some results filed as inactive show a strong effect at the top dose
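CellTiter-Glo luminescence gave cytotoxicity after 18 hours at 37 degrees C. The cells were HepG2 CAGA-GFP in 1% FBS DMEM, stimulated with 500 pg/mL TGF-beta after compound addition. %Activity was normalised to no-cell wells (complete cell-killing) and DMSO (no toxicity), and curves were fitted and classified.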
HT1080-NT tox: qHTS for induction of synthetic lethality in tumor cells producing 2HG: qHTS for the HT-1080-NT fibrosarcoma cell line. HT-1080-NT fibrosarcoma viability, CellTiter-Glo ATP luminescence, 48 h. Potency, µM (highest dose often 46.1 µM), for the others: at the highest dose activity, negative = less viability, most hits filed as cytotoxic. 1.6% of 360,000 active;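 also: NT is the 2HG producing partner of a matched IDH1 knockdown line; potency is read from the fitted curve at half-maximal effect; 0% = DMSO-treated cells and -100% = media-only wells without cells; nearly all actives have a fitted effect of over 55% in size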
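Luminescent CellTiter-Glo readout after 48 hours of compound exposure at 37 degrees C defined viability of HT-1080-NT cells. Activity was normalized to DMSO wells and cell-free media wells; concentration-response curves were fitted and assigned curve classes.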
SW480 rereplic: A quantitative high throughput screen for small molecules that induce DNA re-replication in SW480 colon adenocarcinoma cells. 1.8% of 340,000 active. AID 624297, 2012. Potency, µM (doses to about 46.1 µM), inactives show top-dose re-replication activation, usual class: activators. SW480 DNA re-replication, Hoechst DNA content imaging, 48 h; also: potency is read from the fitted curve at half-maximal effect; % of control where 0% means no effect; nearly all actives have a fitted effect of over 55% in size
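Hoechst fluorescence of nuclei (405 nm excitation, 500-530 nm emission) measured by plate-scanning imager after 48 hr compound exposure at 37 C; re-replication scored as increased number of nuclei with elevated intensity.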
MCF10A rerep: A quantitative high throughput screen for small molecules that induce DNA re-replication in MCF 10a normal breast cells | MCF 10A DNA re-replication, Hoechst nuclear intensity, 48 h | AID 624296, 2012 | Potency, µM (series often up to 46.1 µM), inactives show at the highest dose activity, positive = re-replication, hits mostly activators | 2.9% of 350,000 active; also: potency is read from the fitted curve at half-maximal effect; % of control where 0% means no effect; nearly all actives have a fitted effect of over 50% in size
KB-3-1 tox: qHTS assay for MDR1-selective chemotherapeutics: Primary screen using the parental adenocarcinoma cell KB-3-1; KB-3-1 viability, CellTiter-Glo ATP luminescence, 72 h; Potency, µM (series often up to 46.1 µM), inactives show at the top dose activity change, negative = cytotoxic, most hits filed as cytotoxic; 1.4% of 400,000 active; AID 1347075, 2019; also: potency is read from the fitted curve at half-maximal effect; % is scaled to controls: 0 for no effect and ±100 for the full control effect; nearly all actives have a fitted effect of over 60% in size
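Using CellTiter-Glo luminescence, growth of non-resistant KB-3-1 adenocarcinoma cells is assessed 72 h after pin-tool compound addition at 37 °C. Normalized responses across the concentration series yield fitted curves.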
* = called active by the depositor; i = inactive; ? = inconclusive; / = no result given; & = joins results of further samples; [ ] = dose if it differs, or a comment. Unless noted, calls follow the shape of the dose curve; as a rule, active = well fitted curve in the direction sought with a large enough effect; inconclusive = small, poorly fitted or top-dose-only effect, or another doubt; inactive = no such curve, though single readings can be large; an effect the other way counts as inactive or inconclusive.

SMILES | IL1B secr inh | HT1080 IDH1KD tx | ATXN2 expr inh | ATXN viability | HepG2 viability | HT1080-NT tox | SW480 rereplic | MCF10A rerep | KB-3-1 tox
CC(=O)Nc1cc(C(=O)N(C)Cc2ccco2)ccc1Sc1ccc(Cl)cc1 | 6.2 | -10.0% | -4.0% | i | -8.6% | -2.0% | -34.4%[inhibitor] | ? | -24.0%
COc1ccc(CCNC(=O)c2sc(=S)n(C)c2N)cc1 | 6.2 | ? | -7.5% | i | -22.1% | ? | -4.2%[9.22 µM] | ? | -3.6%
COc1ccccc1C(c1nnnn1CCc1ccccc1)N1CCCCCC1 (stereo unspecified) | -21.8 | ? | -16.1% | ? | -9.2% | ? | ? | ? | -7.9%
Brc1ccc(-c2nnc(-c3ccccc3)o2)o1 | 3.8 | 4.7% | 37.4%[activator] | i | -14.8% | -7.6% | -0.5% | 9.2% | ?
Cc1nnsc1C(=O)Nc1cccc(Cl)c1 | 29.7 | -4.8% | 10.3% | i | 10.5% | -4.7% | -7.2% | -1.0% | ?
CCOC(=O)N/N=C/c1cccc(Cl)c1Cl | 15.3 | 22.7% | 38.4% | i | 3.6% | 26.3% | -1.2% | 0.5% | 12.1%
CCN(CC)S(=O)(=O)c1ccc2c(c1)c(=O)c(C(=O)NCCc1ccc(OC)c(OC)c1)cn2C | -11.8 | 8.7% | 3.3%&8.1% | i | 1.7%&-0.8% | -4.2% | -3.1% | -2.5% | 15.6%&-4.1%
COc1ccc(OCCOC(=O)CCS(=O)(=O)c2ccc(C)cc2)cc1 | 11.1 | 9.2% | 4.6% | i | -16.5% | 3.4% | -3.8% | -2.0% | 11.7%
O=C(CN1CCc2ccccc2C1)Nc1ccc(Br)cc1 | 3.6 | 0.0% | / | / | -37.5% | 0.4% | -17.2% | 8.7% | -3.6%
COc1ccc(C(=O)N/N=C/c2cccnc2)cc1 | 11.5 | 8.0% | 16.8% | i | -5.7% | 2.8% | -12.0% | 6.4% | 14.2%
Cc1c(C(=O)N2CCCCC2)c(S(=O)(=O)NCc2ccccc2Cl)c(C)n1C | -0.4 | 9.5% | 7.1% | i | 4.9% | 2.8% | -0.7% | -0.9% | -0.5%
CCOc1ccc(NC(=O)CCC(=O)N/N=C/c2ccc([N+](=O)[O-])s2)cc1 | 20.4 | -9.6% | 5.5% | i | -41.3% | -6.2% | ? | 1.5% | ?
Cc1ccc(O)c(N=Cc2sc3ccccc3c2Cl)c1 | 12.7 | -4.0% | 38.4% | i | -31.3% | ? | -0.6% | 12.7% | 15.4%
CCCCN(C(=O)c1ccc2c(c1)OCO2)C1CCS(=O)(=O)C1 (stereo unspecified) | 14.5 | 20.2% | -8.0% | i | 15.5% | 23.4% | -75.9%[inhibitor] | -0.8% | -0.2%
CC(C)SC1=NC(C)(C)C=C(/C=C/c2ccc(Cl)cc2Cl)N1 | -113.1* | ? | -37.1% | i | -43.2% | ? | ? | 8.2µM* | ?
COCCCn1c(SCC(N)=O)nnc1-c1ccccc1 | 14.5 | 8.8% | 4.1% | i | -10.3% | 0.1% | -8.1% | -8.1% | -0.9%
O=C(NCCSc1ccccn1)c1ccc(Cl)cc1 | -8.1 | 14.7% | -8.7% | i | -9.3% | 22.1% | 5.7% | -33.3%[inhibitor] | -6.1%
CN(C(=O)COC(=O)/C=C/c1ccc(Cl)c(Cl)c1)c1c(N)n(Cc2ccccc2)c(=O)[nH]c1=O | -11.7 | 0.0% | -11.0% | i | -32.0% | 0.7% | 4.6% | ? | -7.5%
CCCS(=O)(=O)N1CCCC(C(=O)Oc2ccccc2Cl)C1 (stereo unspecified) | 1.6 | 5.2% | 13.0% | i | 0.0% | -1.1% | -2.7% | -12.7% | 26.6%
O=C(O)c1ccc2c(c1)C(=O)N([C@H](Cc1cccc3ccccc13)C(=O)O)C2=O | / | / | -17.0% | i | -1.2% | / | / | / | -2.3%
OCCN1CCN(c2nc(-c3ccccc3)nc3c2oc2ccccc23)CC1 | / | ? | ? | i | -42.2% | 23.1µM* | ? | ? | ?
N#Cc1c(NC(=O)c2ccccc2Cl)n(Cc2ccccc2)c2nc3ccccc3nc12 | -101.8* | ? | -38.6% | i | -26.8% | ? | 11.2µM* | ? | ?
O=C(Cn1ncc2c3ccccc3n(Cc3ccccc3)c2c1=O)NCCN1CCOCC1 | -1.0 | -2.2% | -8.3% | i | 7.1% | -0.9% | -1.9% | 8.4% | 12.1%
Cc1csc(NC(C)c2nc3cc(Cl)c(Cl)cc3n2CCCO)n1 (stereo unspecified) | -9.0 | -20.0% | -18.3% | i | 3.7% | -27.4% | 0.7% | -2.3% | 0.3%
Cc1cccc(NC(=O)NC2CC(=O)N(c3ccc4c(c3)OCCO4)C2)n1 (stereo unspecified) | 12.6 | 3.5% | 0.3% | i | -50.3% | 5.1% | -2.0% | -7.4% | 10.3%
SMILES | IL1B secr inh | HT1080 IDH1KD tx | ATXN2 expr inh | ATXN viability | HepG2 viability | HT1080-NT tox | SW480 rereplic | MCF10A rerep | KB-3-1 tox
CC(C)Oc1ccc(CC(=O)NNC(=S)Nc2ccccc2)cc1 | 16.5 | -1.6% | / | i | -5.5% | -1.3% | -32.2%[inhibitor] | 1.1% | -3.4%
CCCCNC(=O)c1ccc2c(=O)n(-c3ccccc3)c(=O)[nH]c2c1 | / | / | 9.0% | i | -2.7% | / | / | / | ?
CCCCSc1nc2c(c(=O)[nH]1)CCC2 | 18.2 | 5.5% | -9.1% | i | 5.4% | 0.0% | 1.5% | ? | 0.3%
O=C(Cn1cnc2c(nnn2Cc2ccc(F)cc2)c1=O)NC1CCCC1 | 1.6 | 3.2% | -2.8% | i | -101.2% | 2.0% | 1.3% | -6.1% | 23.9%
CCOC(=O)COc1ccc(-c2nnn(CC(=O)Nc3ccccc3)n2)cc1 | / | / | 8.0% | ? | -45.9% | / | / | / | 5.1%
Cc1c(C(=O)Nc2ccc3c(c2)CCC3)cccc1[N+](=O)[O-] | -15.7 | 7.7% | 40.2%[activator] | ? | -9.3% | 4.7% | ? | -2.5% | 12.5%
Oc1ccc(/C=N/Nc2nc(-c3ccccc3F)nc3ccccc23)c(O)c1 | 208.1 | 11.6µM* | / | ? | -51.7% | ? | ? | ? | ?
O=C(/C=C/c1ccc2c(c1)OCO2)c1ccc(O)cc1O | -94.5* | -40.0% | 50.6%[activator] | i | -20.0% | -7.2% | ? | ? | ?
CCN(CC)CCNC(=O)c1ccc(NS(=O)(=O)c2ccc3c(c2)OCCO3)cc1 | -6.9 | -5.7% | 9.5% | i | -1.6% | 0.7% | 1.1% | 22.8% | 2.1%
Cc1cc(C)n2nc(C(=O)OCC(=O)Nc3ccc(C)c(S(=O)(=O)N(C)C)c3)nc2n1 | 13.6 | 8.1% | -18.4% | ? | -3.4% | 2.3% | -4.5% | 4.1% | 19.1%
O=C(CN1CCN(c2cccc(Cl)n2)CC1)N1CC(O)CO1 (stereo unspecified) | -8.4 | 7.8% | -8.8% | i | 3.0% | 0.4% | -3.3% | 5.1% | 10.5%
O=C(CSc1nccc(=O)[nH]1)NC1CCCCCC1 | 6.8 | 6.7% | 1.5% | i | 1.5% | 13.7% | -13.0% | -4.1% | 9.1%
Cc1cccc(C(=O)Nc2cc3nn(-c4ccc(C(C)C)cc4)nc3cc2C)c1 | / | / | 5.4% | ? | 13.7% | / | / | / | 3.9%
Clc1ccc(-c2nc3nc4ccccc4nc3n2Cc2ccco2)cc1 | 4.8 | 7.0% | 37.6%[activator] | i | -13.0% | 22.1% | -2.3% | 19.7% | -7.6%
O=[N+]([O-])c1cccc(N/N=C/c2cccc3ccccc23)c1 | -13.0 | 6.1% | 0.0% | i | -2.8% | 4.3% | -8.3% | 12.9% | -3.3%
Cc1cn([C@H]2C[C@H](O)[C@@H](CNCc3cc(Br)ccc3OCc3ccccc3)O2)c(=O)[nH]c1=O | -22.6 | -10.9% | 3.8% | i | -5.1% | -11.5% | / | / | 2.5%
O=C(CCNC(=O)c1ccc(Br)cc1)Nc1nc2ccccc2[nH]1 | -14.2 | 15.8% | 2.8% | i | 0.3% | 14.5% | -5.3% | ? | 0.3%
COc1ccc(CCNC(=O)Nc2cccc([N+](=O)[O-])c2)cc1OC | -19.9 | -2.5% | -26.9% | i | -2.3% | -2.7% | -6.5% | -2.5% | -0.9%
CNC(=S)NNC(=O)c1c(C)nc2cc(C)ccn12 | 10.8 | -0.8% | -3.3% | i | -1.6% | 1.1% | -5.3% | -3.9% | ?
Cc1ccccc1CN1CCNC1=O | -1.6 | -12.5% | -3.5% | i | -0.5% | -1.2% | -2.2% | -0.6% | 1.4%
CC12CCC(=O)N1C(C(=O)Nc1nnc(SCc3ccccc3F)s1)CS2 (stereo unspecified) | ? | -15.6% | 63.7%[activator] | i | -12.0% | -16.4% | -8.7% | 13.3% | 12.0%

Ordered by count of non-hydrogen atoms (lowest first): part of the list above
SMILES | IL1B secr inh | HT1080 IDH1KD tx | ATXN2 expr inh | ATXN viability | HepG2 viability | HT1080-NT tox | SW480 rereplic | MCF10A rerep | KB-3-1 tox
Cc1ccccc1CN1CCNC1=O | -1.6 | -12.5% | -3.5% | i | -0.5% | -1.2% | -2.2% | -0.6% | 1.4%
O=C(Cn1cnc2c(nnn2Cc2ccc(F)cc2)c1=O)NC1CCCC1 | 1.6 | 3.2% | -2.8% | i | -101.2% | 2.0% | 1.3% | -6.1% | 23.9%
Cc1cc(C)n2nc(C(=O)OCC(=O)Nc3ccc(C)c(S(=O)(=O)N(C)C)c3)nc2n1 | 13.6 | 8.1% | -18.4% | ? | -3.4% | 2.3% | -4.5% | 4.1% | 19.1%
